Source: PubChem BioAssay
Fam108B inh: counter-screen for RBBP9 inhibitors: inhibitors of mouse Fam108B; AID 1947; inhibition, % at 9.51 µM; 300,000 tested, 0.33% active; recombinant Fam108B, FP-Rh probe fluorescence polarization;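 active = inhibition above the screen mean inhibition plus 3 SD, computed separately per campaign, cut at about 18% in these data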;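 note: inhibitors lower polarization as less probe binds the enzyme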
PME-1 inh: PME-1 (human) inhibition | Q9Y570 | recombinant PME-1, FP-Rh probe fluorescence polarization | inhibition, % at 5.9 µM | 320,000 tested, 0.53% active;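 active = inhibition above the campaign mean of all compounds plus 3 SD, cut at about 26% in these data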;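 note: competitive labeling of PME-1 active site by serine hydrolase directed probe; 0% = PME-1 with DMSO and 100% = wells lacking PME-1 enzyme; inhibitors block probe labeling so polarization falls and inhibition rises; many of its hits are not listed in these tables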
Target sequence (Q9Y570 whole entry, looked up): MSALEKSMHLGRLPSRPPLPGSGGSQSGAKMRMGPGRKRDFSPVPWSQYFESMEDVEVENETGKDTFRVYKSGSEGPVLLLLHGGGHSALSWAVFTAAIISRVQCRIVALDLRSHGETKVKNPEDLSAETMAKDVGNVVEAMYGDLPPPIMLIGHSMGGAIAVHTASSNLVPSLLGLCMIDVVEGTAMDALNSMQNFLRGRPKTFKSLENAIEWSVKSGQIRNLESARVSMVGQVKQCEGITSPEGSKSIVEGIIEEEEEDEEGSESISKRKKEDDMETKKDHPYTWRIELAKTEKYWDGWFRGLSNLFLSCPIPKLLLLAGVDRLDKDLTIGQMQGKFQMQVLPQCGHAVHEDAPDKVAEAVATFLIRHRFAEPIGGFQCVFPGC
Efflux pump inh: antifungal efflux pump inhibition, Nile Red retention; S. cerevisiae Candida pump triplex; inhibition, % at 10 µM; 330,000 tested, 0.44% active; AID 485275;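 active = plate passing quality check with inhibition over a set limit, or well fluorescence over plate mean plus 4 SD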;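 note: Nile Red retained in pooled yeast measured as flow cytometry median fluorescence; 0% = buffer negative control and 100% = Enniatin B positive control; higher means more Nile Red kept so more efflux inhibition; some compounds called inactive have numbers as strong as hits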
VLA-4 inh: inhibition in a human VLA-4 binding assay; inhibition, % (about 7 µM as worked out from the volumes in the protocol); 330,000 tested, 0.2% active; P13612; VLA-4 expressing cells, ligand binding flow cytometry; in the data active = inhibition above about 50%
GRK2 aptamer HTS: human GRK2 inhibition via aptamer displacement. P25098. inhibition of aptamer binding, % at 10 µM. bead flow cytometry, FAM-aptamer displacement from GRK2. 330,000 tested, 0.59% active. AID 488847;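 active = inhibition of aptamer binding above 40%, roughly 3 SD of noise, on plates passing a quality check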;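 note: median bead fluorescence of bound FAM aptamer so fluorescent compounds give negative values; no value below 0 was filed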
GLD-1 TGE inh: GLD-1-TGE RNA interaction inhibition (C. elegans); 320,000 tested, 0.44% active; purified GLD-1 + fluorescein TGE RNA, fluorescence polarization; Q17339; inhibition, % at 5.96 µM; AID 2280;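 active = percent inhibition above a per-plate cutoff, the plate mean of test compounds plus 3 SD, cut at about 30% in these data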;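 note: 0% = DMSO wells with GLD-1 and probe and 100% = wells lacking GLD-1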
MEX-5 binding: C. elegans MEX-5 TCR-2 RNA binding activity; 300,000 tested, 0.38% active; MEX-5/FITC-TCR2 RNA binding, fluorescence polarization; active compounds read low; AID 1832; activity score (negative = inhibition of binding), % at 10 µM;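 active = inhibition past about -25% in most replicates, and total fluorescence under double the plate's negative control median, limit read from the data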;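 note: 0% = DMSO and -100% = 5 µM competing unlabeled TCR2 RNA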
BCLXL inh: Bcl-xL (human) inhibition; inhibition, % at 10.9 µM; 320,000 tested, 0.7% active; Q07817; GST-Bcl-xL / FITC-Bim BH3 peptide fluorescence polarization;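 active = inhibition above the mean of all tested compounds plus 3 SD, cutoff set per campaign, cut at about 30% in these data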;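 note: 0% = DMSO wells and 100% = unlabeled Bim-BH3 peptide competitor; inhibitors lower millipolarization by displacing the labeled peptide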
Target sequence (Q07817 whole entry, looked up): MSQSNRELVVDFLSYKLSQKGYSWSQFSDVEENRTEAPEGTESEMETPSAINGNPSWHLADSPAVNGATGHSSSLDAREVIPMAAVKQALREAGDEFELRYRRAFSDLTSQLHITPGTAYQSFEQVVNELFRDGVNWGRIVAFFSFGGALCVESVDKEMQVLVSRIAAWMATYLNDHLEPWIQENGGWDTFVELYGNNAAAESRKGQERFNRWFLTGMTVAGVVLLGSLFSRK
MCL1 BIM primary: inhibitors of human MCL1 binding to BIM-BH3 peptide | Q07820 | GST-MCL1 / FITC-Bim-BH3 fluorescence polarization | inhibition, % at 10.9 µM | 320,000 tested, 0.68% active;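 active = inhibition above the mean inhibition of all tested compounds plus 3 SD, set per campaign, cut at about 40% in these data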;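 note: 0% = DMSO wells and 100% = unlabeled Bim-BH3 peptide control; higher means more loss of mP so more displacement of Bim peptide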
Target sequence (Q07820 whole entry, looked up): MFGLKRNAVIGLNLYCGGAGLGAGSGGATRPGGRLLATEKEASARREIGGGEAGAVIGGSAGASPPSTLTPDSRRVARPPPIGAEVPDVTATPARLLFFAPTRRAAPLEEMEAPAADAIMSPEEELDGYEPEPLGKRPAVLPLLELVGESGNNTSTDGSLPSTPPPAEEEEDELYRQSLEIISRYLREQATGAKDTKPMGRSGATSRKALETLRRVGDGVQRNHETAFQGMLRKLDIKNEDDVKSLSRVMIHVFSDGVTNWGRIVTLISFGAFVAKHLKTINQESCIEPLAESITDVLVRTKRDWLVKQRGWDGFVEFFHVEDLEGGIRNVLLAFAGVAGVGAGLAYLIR
* marks the source's active call; other numbers are inactive results; x = no result given. Not all compounds are listed. The share of hits here may be higher or lower than overall.

Each structure is followed by: Fam108B inh, PME-1 inh, Efflux pump inh, VLA-4 inh, GRK2 aptamer HTS, GLD-1 TGE inh, MEX-5 binding, BCLXL inh, MCL1 BIM primary
1) CC1(NC(=O)C2CCCCC2)CCS(=O)(=O)C1 (stereo unspecified)
    -1.5, -0.1, -0.1, -0.6, 3.0, 4.7, -6.7, 3.4, -2.7
2) CCN(CC(=O)NCc1ccc(Cl)cc1)C(=O)c1cnc(Cl)c(Cl)c1
    3.1, 4.3, 0.0, -7.5, 3.0, -2.3, 1.7, -3.6, -10.0
3) Cc1nc(CCNC(=O)c2cccs2)cs1
    -2.0, 3.8, -0.1, -1.3, 2.0, -3.2, 0.0, 5.9, 4.6
4) COc1ccc(C)cc1S(=O)(=O)N(CC(=O)NC1CCCC1)c1ccc(F)cc1
    -3.7, 5.8, 2.5, 0.9, 0.0, 0.1, -1.6, 2.3, 3.4
5) C=CCOC(=O)C(C#N)c1nc2ccccc2nc1N1CCN(c2ccccc2OC)CC1 (stereo unspecified)
    0.7, 7.1, 0.1, -14.6, 5.0, -1.9, 0.3, 3.1, 0.2
6) COC(CNC(=O)Cn1nc(Cc2ccncc2)c2ccccc2c1=O)OC
    -3.8, -0.5, 0.2, 29.4, 4.0, 4.3, 0.4, 0.3, 9.2
7) Cc1ccc(NC(=O)CN(C)C(=O)Cn2nnc(-c3ccccc3C)n2)cc1
    x, x, -0.3, 2.6, 4.0, 5.7, x, x, x
8) Cc1ncc(CN2CCC(N3CCC(C(=O)N4CCCC4)CC3)CC2)s1
    -0.3, 0.8, -0.1, -8.5, 0.0, -0.1, 6.3, 2.0, -0.5
9) O=C(Nc1ccc(N2CCOCC2)c(Cl)c1)c1ncn[nH]1
    -1.9, -5.8, 0.0, 11.1, 3.0, -6.5, -1.5, -1.6, -4.7
10) CCOc1cccc(C(c2c(C)n(C)n(-c3ccccc3)c2=O)c2c(C)n(C)n(-c3ccccc3)c2=O)c1OC
    -0.6, 1.7, -0.2, 13.3, 0.0, 3.1, -2.4, 2.6, 7.0
11) COc1ccccc1N1CC(C(=O)OCC(=O)Nc2c(C)cccc2C)CC1=O (stereo unspecified)
    0.8, -3.8, 0.2, 15.3, 0.0, 3.8, 0.4, -0.1, 0.5
12) O=C(Nc1cccc2ccccc12)c1ccc(OC(=S)N2CCOCC2)cc1
    -12.9, -32.4, -0.1, -2.1, 2.0, 1.5, -0.5, 4.1, 5.5
13) O=C(OC1CCOC1=O)c1ccc(CO)cc1 (stereo unspecified)
    0.4, 2.2, 0.0, 8.5, 4.0, 3.0, 0.3, 0.3, 0.6
14) O=C(NCc1ccccn1)C1Nc2ccc(OC(F)(F)F)cc2C2C=CCC12 (stereo unspecified)
    -0.1, 3.1, -0.2, 20.0, 1.0, -10.5, -1.9, -7.0, -5.7
15) c1ccc2c3nnc4n(c-3nc2c1)CCCS4
    0.2, -1.1, 0.0, 3.2, 1.0, 5.1, -5.0, 2.9, 6.4
16) CN(N)c1nc(C(F)(F)F)nc2ccccc12
    -0.7, 3.6, 0.0, 4.6, 4.0, -1.5, -1.5, 1.1, 0.9
17) CCc1ccccc1NC(=O)CN(C)C(=O)CSc1nn(-c2ccccc2)c(=S)s1
    -1.9, 6.6, 0.4, 12.6, 2.0, -0.4, 1.5, 4.8, 5.2
18) Cc1cc(C)n2nc(C(=O)OCC(=O)Nc3ccc4c(c3)OCO4)nc2n1
    0.6, 1.7, 0.0, -7.7, 0.0, -7.7, 0.0, 1.9, -1.9
19) COC(=O)c1cc(S(=O)(=O)N2CCCC(C)C2)c[nH]1 (stereo unspecified)
    -2.9, 2.5, -0.1, 2.8, 0.0, 1.8, 0.1, 6.7, -0.4
20) COc1cccc2c(=O)n(CC(=O)Nc3ccccc3F)ccc12
    0.8, -1.7, 0.1, 11.7, 4.0, -5.2, -0.9, 3.0, 1.1
21) CCc1ccc(C2NC(=O)c3ccccc3O2)cc1 (stereo unspecified)
    1.1, 6.0, 0.2, 1.5, 0.0, 0.7, 1.4, -4.0, -0.8
22) CC1CN(S(=O)(=O)c2cccc(C(=O)NCCc3ccc(S(N)(=O)=O)cc3)c2)CC(C)O1 (stereo unspecified)
    x, x, 0.0, 0.0, 5.0, 1.6, x, x, x
23) O=C(Nc1nccs1)C1CCCN1S(=O)(=O)c1ccc(F)cc1 (stereo unspecified)
    -3.5, -13.2, -0.2, -14.3, 0.0, -8.9, 1.4, 5.3, 9.7
24) CCNc1nc(NCC)nc(Oc2ccc(C(=O)OC)cc2)n1
    -3.7, 2.7, 0.4, 7.5, 0.0, -3.7, -0.7, 2.0, -1.3
25) CC(C)c1nnc(NC(=O)Cc2ccc(Br)cc2)s1
    0.3, -5.7, 0.2, 7.7, 0.0, 3.9, 0.9, -0.9, -7.5
26) COc1ccc(OCCCC(=O)Nc2cc([N+](=O)[O-])ccc2C)cc1
    -0.5, 2.7, -0.2, 4.3, 0.0, -0.4, -0.1, -0.8, 3.5
27) O=C1/C(=C/c2cccnc2)SC(=S)N1c1ccc(F)cc1
    -2.2, -4.8, -2.5, -2.7, 0.0, 1.8, -0.7, 0.9, 11.5
28) COc1ccc(OC)c(/C=N\NC(=O)CSc2nnc(CCCc3ccc(OC)c(C)c3)o2)c1
    -7.3, -1.5, -0.1, -0.5, 2.0, -5.8, 1.2, 3.0, -3.1
29) CC1(C)CC(CCC(=O)NC(=S)Nc2ccccc2Cl)C(=O)O1 (stereo unspecified)
    -0.3, -8.9, 0.2, 7.8, 3.0, -3.1, 1.0, 1.4, 4.0
30) O=S(=O)(Nc1ccc(O)c(NS(=O)(=O)c2ccccc2)c1)c1ccccc1
    -4.6, 1.6, -0.2, 4.6, 2.0, 10.7, -19.8, 7.8, 24.3
31) NS(=O)(=O)c1ccc(CCNCc2cc(Cl)ccc2OCc2ccccc2)cc1
    -2.3, 2.1, 0.2, 4.2, 0.0, 3.0, -3.2, -3.8, -2.3
32) COC(=O)c1n[nH]nc1-c1ccccc1
    0.5, -1.7, 0.6, -7.9, 0.0, 4.6, 0.2, 1.0, -4.6
33) O=c1cnc2ccccc2n1Cc1ccc(Br)cc1
    3.7, -1.3, 0.0, 27.6, 3.0, -12.7, 0.4, -1.9, -0.5
34) Cn1ccnc1Sc1nc(Nc2cccc(Cl)c2)nc(N2CCOCC2)n1
    -0.7, 7.6, -0.2, 5.9, 0.0, -0.9, -0.1, 0.5, -1.4
35) COc1ccccc1OCCC(=O)Nc1cccc(S(=O)(=O)N2CCOCC2)c1
    x, 1.0, 0.1, 3.0, 97.0*, 8.4, x, 1.8, -7.6
36) COc1cc(OC)c(NC(=S)Nc2cccc(C(C)=O)c2)cc1Cl
    15.7, 11.2, -0.2, -1.5, 0.0, 9.4, 1.6, 5.9, 10.4
37) CCOC(=O)CSCC(=O)Nc1nnc(-c2cccc([N+](=O)[O-])c2)s1
    -0.1, -4.5, 0.1, -4.1, 3.0, 1.5, -1.4, 1.2, 7.2
38) CCc1nc(SCC(=O)OC)c2c3c(sc2n1)COC(C)(C)C3
    1.7, 3.6, 0.2, 10.6, 3.0, -4.0, -1.5, 5.3, -1.4
39) CC(=O)c1cccc(CN2CCN(CCC(C)C)C(CCO)C2)c1 (stereo unspecified)
    3.9, -2.0, 0.0, -3.8, 4.0, -1.6, -0.6, 3.0, 4.1
40) O=C(CCS(=O)(=O)Cc1ccccc1)NCCc1ccccc1
    -0.6, -2.7, 0.2, 10.8, 0.0, -3.8, -1.5, 2.9, 0.1
41) CCOC(=O)/C(C#N)=N/Nc1ccccc1C#N
    -8.4, -7.7, 0.2, 0.5, 1.0, 3.6, -2.5, 1.9, -2.3
42) COc1ccc(CCNC(=O)CCC(=O)NC2CCCC(C)C2C)cc1OC (stereo unspecified)
    2.5, 3.3, -0.1, -2.4, 0.0, 5.7, -2.2, 0.2, -4.8
43) COc1ccc(NC(=O)CSc2nnc(-c3ccncc3)n2CC2CCCO2)c(OC)c1 (stereo unspecified)
    6.7, 0.8, -0.1, 4.9, 0.0, -2.7, 2.4, 3.9, 2.2
44) Cc1cccc(NC(=O)C2CCCN(c3ncnc4c3nc3n4CCCCC3)C2)n1 (stereo unspecified)
    3.1, -0.8, 0.0, -3.5, 0.0, -1.4, -0.7, 3.5, 0.3
45) COc1ccc(OC)c(NC(=O)c2ccc(CN3CCOCC3)cc2)c1
    0.4, -2.9, 0.0, -9.2, 0.0, 4.5, 2.5, 5.9, 8.9
46) CCC(C)[C@H]1CNCCN1CCc1cccc2ccccc12 (stereo partly specified)
    -3.0, -0.2, -0.3, -4.2, 0.0, 2.1, -0.3, 4.1, 6.7
47) C=CCNC(=O)c1ccc(N(Cc2ccc(Cl)cc2)S(C)(=O)=O)cc1
    -2.5, -5.0, -0.3, 5.3, 0.0, 2.6, 2.5, -1.6, -0.7
48) Cc1ccc2[nH]c(C(=O)NCCN3CCCC3)cc2c1
    -0.8, -1.1, 0.0, 5.0, 0.0, -0.9, 4.0, 2.5, 6.8
49) COc1ccc(S(=O)(=O)NC(C)C(=O)NC2CC2)cc1C (stereo unspecified)
    0.5, -0.6, 0.1, -13.3, 0.0, -8.9, -0.2, 4.4, 2.2
50) COCCOc1ccc(C(F)(F)F)cc1NC(=O)c1ccccc1
    0.1, -1.3, -0.2, 2.6, 1.0, 1.2, -1.5, -2.2, -15.6
51) COC(=O)c1cc(C(=O)c2c(C)cc3ccccn23)cc([N+](=O)[O-])c1
    2.9, 13.4, -0.1, -19.5, 1.0, 11.7, -1.4, -0.3, -0.1
52) O=C(O)CCSCC(=O)Nc1c(C(=O)C2CC2)oc2ccccc12
    1.7, -2.7, 0.0, -0.1, 3.0, 4.5, -1.9, 6.8, 3.0
53) COc1cc2c(cc1OC)C1(Nc3c-2c(C)nn3-c2ccccc2)C(=O)Nc2ccccc21 (stereo unspecified)
    -5.7, -8.2, 0.0, 8.8, 0.0, 24.7, x, 4.8, -3.5
54) Cc1ccc(-n2nc(C(N)=O)nc2-c2ccccc2)cc1
    3.1, 2.0, 0.0, -2.0, 0.0, -2.4, 1.1, 0.8, 4.0
55) O=C(NC1CCCc2ccccc21)C1CCN(S(=O)(=O)c2cnc[nH]2)CC1 (stereo unspecified)
    10.9, 0.7, 0.1, -2.3, 0.0, 2.1, 0.6, 3.2, 4.5
